# Source: PubChem BioAssay
# TrxR1 substrate: qHTS Assay for Substrates of Mammalian Selenoprotein Thioredoxin Reductase 1 (TrxR1): qHTS | Thioredoxin reductase 1, cytoplasmic (Rattus norvegicus), O89049 | Potency, µM (highest dose often 114 µM), inactives show at the top dose activity change, negative = substrate turnover | actives 0.01% (n = 390,000) | purified TrxR1 substrate turnover, NADPH consumption readout; note: potency is the fitted concentration of half-maximal effect; % is set by controls: 0 for no effect and ±100 for the full control effect; nearly all actives have a fitted effect of over 50% in size
#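 Rat TrxR1, dispensed at 90 nM, was prereduced with 400 uM NADPH (final) for 5 min at ~22 deg C, then incubated with compound 15 min before 400 uM selenite. A first-read NADPH fluorescence drop versus no-compound background flagged substrates.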
# GLS inhibitor: qHTS for Inhibitors of Glutaminase (GLS); Glutaminase kidney isoform, mitochondrial (Homo sapiens), O94925; GLS enzymatic activity, qHTS titration; Potency, µM (titrated, usually from 45.5 µM), inactives show at the highest dose activity change, negative = inhibition, actives largely listed as inhibitors; actives 0.21% (n = 410,000); note: potency is the fitted concentration of half-maximal effect; % is set by controls: 0 for no effect and ±100 for the full control effect
#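 Human kidney-isoform GLS in 45 mM KH2PO4 pH 8.2, 0.02% Tween-20, with compound, started with 1mM L-Glutamine (added stock). Glutamate oxidase/HRP/Amplex red coupled fluorescence read at start and after 30 min at RT.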
# HP1b chromo inh: HTS for Inhibitors of HP1-beta Chromodomain Interactions with Methylated Histone Tails; Potency, µM (top dose mostly 114 µM), inactives show at the top dose activity change, negative = inhibition, most hits filed as inhibitors; actives 0.56% (n = 390,000); AlphaScreen HP1-beta / biotin-H3K9me3 peptide binding; note: potency is the fitted concentration of half-maximal effect; nearly all actives have a fitted effect of over 70% in size; inactives centre near 23
# Target sequence (P83916 whole entry, looked up): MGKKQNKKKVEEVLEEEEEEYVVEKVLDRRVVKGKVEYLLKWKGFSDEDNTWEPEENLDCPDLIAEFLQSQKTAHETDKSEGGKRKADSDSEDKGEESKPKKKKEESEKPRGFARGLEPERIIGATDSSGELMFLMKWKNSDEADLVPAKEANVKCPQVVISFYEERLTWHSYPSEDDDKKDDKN
#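 AlphaScreen: HP1-beta (50 nM) preformed 30 min with biotin-H3(1-18)K9me3 peptide (50 nM) in PBS pH 7.4, 0.01% Tween-20. Compound added for 30 min at RT, then streptavidin donor/nickel chelate acceptor beads (10 ug/mL) for 30 min.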
# Tb PGK inh: qHTS Assay to Find Inhibitors of Phosphoglycerate Kinase; PGK/GAPDH coupled, Kinase-Glo luminescence, 60 min; Potency, µM (titrated, usually from 57.5 µM), without a hit: at the highest dose activity change, negative = inhibition, usual class: inhibitors; actives 0.043% (n = 380,000); note: potency is the fitted concentration of half-maximal effect; % is set by controls: 0 for no effect and ±100 for the full control effect; nearly all actives have a fitted effect of over 60% in size
#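 Luminescent ATP detection (Kinase-Glo Plus) follows a 60-minute room-temperature incubation, with wells lacking PGK as controls. Buffer: 100 mM TEA (pH 7.6), 5 mM MgCl2, 0.01% Tween-20. Coupling enzyme GAPDH (100 nM final) supplies unstable 1,3-BPG in-well.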
# mIDH1 inhibitor: qHTS for Inhibitors of mutant isocitrate dehydrogenase 1 (IDH1): qHTS. Potency, µM (series often up to 76.6 µM), without a hit: top-dose activity change, negative = inhibition, usual class: inhibitors. IDH1-R132H enzyme, NADPH consumption, diaphorase/resazurin fluorescence. actives 0.093% (n = 390,000). Isocitrate dehydrogenase [NADP] cytoplasmic (Homo sapiens), O75874; note: potency is the fitted concentration of half-maximal effect; % is set by controls: 0 for no effect and ±100 for the full control effect; nearly all actives have a fitted effect of over 65% in size
#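 IDH1-R132H (0.5 ug/mL dispensed) in pH 7.5 Tris buffer was preincubated 30 min with compound, then given a substrate mix of 0.016 mM NADPH and 2 mM alpha-KG for 80 min at room temperature; remaining NADPH was read by diaphorase/resazurin fluorescence.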
# Pin1 inhibitor: qHTS Assay to Find Inhibitors of Pin1; Potency, µM (doses to about 115 µM), without a hit: top-dose activity, negative = inhibition, actives largely listed as inhibitors; actives 0.009% (n = 390,000); AID 504891, 2011; Pin1 FP peptide displacement, HiFluor488, 10 min; active = well fitted inhibition curve with a large enough effect in the polarisation, with a control signal flat, not every such curve was filed as active; inconclusive = small, poorly fitted or top-dose-only effect, or effect the other way, or a change in a side signal; inactive = no such curve, though single readings can be large or run the other way; the % refers to the polarisation; note: potency is the fitted concentration of half-maximal effect; % is set by controls: 0 for no effect and ±100 for the full control effect
# USP1-UAF1 inh: Inhibitors of USP1/UAF1: Primary Screen; recombinant USP1/UAF1, Ub-Rhodamine cleavage fluorescence; Potency, µM (highest dose often 57.1 µM), inactives show at the highest dose activity change, negative = inhibition, most hits filed as inhibitors; actives 0.23% (n = 390,000); AID 743255, 2014; note: potency is the fitted concentration of half-maximal effect; % is set by controls: 0 for no effect and ±100 for the full control effect; nearly all actives have a fitted effect of over 60% in size; inactives centre near -12
# Target sequence (O94782 whole entry, looked up): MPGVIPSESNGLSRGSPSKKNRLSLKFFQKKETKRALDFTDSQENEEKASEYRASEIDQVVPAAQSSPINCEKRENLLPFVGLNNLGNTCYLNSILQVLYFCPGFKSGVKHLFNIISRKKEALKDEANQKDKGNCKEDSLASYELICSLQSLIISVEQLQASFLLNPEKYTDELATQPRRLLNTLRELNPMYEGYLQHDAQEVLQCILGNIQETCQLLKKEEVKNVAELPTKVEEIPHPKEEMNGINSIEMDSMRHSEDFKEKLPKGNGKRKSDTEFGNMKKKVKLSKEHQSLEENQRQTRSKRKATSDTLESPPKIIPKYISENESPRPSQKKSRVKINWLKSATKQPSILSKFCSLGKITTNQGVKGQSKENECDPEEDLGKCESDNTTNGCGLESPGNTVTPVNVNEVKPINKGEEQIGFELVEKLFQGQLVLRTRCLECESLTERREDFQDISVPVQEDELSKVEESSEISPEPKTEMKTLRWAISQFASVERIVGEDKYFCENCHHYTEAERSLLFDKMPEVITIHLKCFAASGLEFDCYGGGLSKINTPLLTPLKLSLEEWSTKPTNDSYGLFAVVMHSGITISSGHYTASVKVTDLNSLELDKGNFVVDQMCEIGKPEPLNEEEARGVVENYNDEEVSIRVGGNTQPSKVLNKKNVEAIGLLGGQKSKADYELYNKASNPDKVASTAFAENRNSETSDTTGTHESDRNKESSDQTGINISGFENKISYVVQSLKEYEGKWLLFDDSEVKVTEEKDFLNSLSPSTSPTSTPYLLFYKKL
#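 High-throughput fluorogenic screen: 1nM USP1/UAF1 complex, Ub-Rho substrate 150nM final, 50mM HEPES pH 7.8 with 0.5mM EDTA, 0.1 mg/ml BSA, 1mM TCEP and 0.01% Tween-20.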
# PI4K2A block: qHTS for small molecular inhibitors of PI4K2A | Phosphatidylinositol 4-kinase type 2-alpha (Homo sapiens), Q9BTU6 | purified PI4K2A, ADP-Glo luminescence, 1 h; hits give low values | activity change, negative = inhibition, % at 76.9 µM | actives 0.13% (n = 420,000); in the data active = activity change below about -50%; inconclusive = mostly about -30% to -49%;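 note: -100% = wells without enzyme as full effect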
#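 PI4K2A activity was measured by ADP-Glo luminescence: enzyme (4 ug/mL stock) and phosphatidylinositol (1.2 mM stock) in Tris pH 7.5/MgCl2/EGTA/Triton X-100 buffer were reacted with ATP (300 microM stock) for one hour at ambient temperature.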
# TrxR1 inh: qHTS Assay for Inhibitors of Mammalian Selenoprotein Thioredoxin Reductase 1 (TrxR1): qHTS | AID 588453, 2011 | Thioredoxin reductase 1, cytoplasmic (Rattus norvegicus), O89049 | recombinant rTrxR1, NADPH fluorescence consumption, selenite substrate | Potency, µM (titrated, usually from 114 µM), for the others: at the highest dose activity change, negative = inhibition, actives largely listed as inhibitors | actives 1% (n = 390,000); note: potency is the fitted concentration of half-maximal effect; % is set by controls: 0 for no effect and ±100 for the full control effect; nearly all actives have a fitted effect of over 65% in size
#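 Rat TrxR1 (90 nM in the dispensed reagent) was pre-reduced with 400 uM NADPH for 5 min at room temperature, then incubated with compound for 15 min. After 400 uM selenite was added, NADPH fluorescence (Ex 340/Em 450 nm) was followed for 8 min.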
# An asterisk follows results filed as active; i = inactive; u = inconclusive; x = no result given; & = joins results of further samples; [ ] = dose if it differs, or a comment. Unless noted, calls come from the whole dose curve; as a rule, active = well fitted curve in the direction sought with a large enough effect; inconclusive = small, poorly fitted or top-dose-only effect, or another doubt; inactive = no such curve, though single readings can be large; an effect the other way counts as inactive or inconclusive. Some of the compounds tested. The share of hits here may be higher or lower than overall.
PI4K2A block	HP1b chromo inh	mIDH1 inhibitor	TrxR1 substrate	TrxR1 inh	GLS inhibitor	Tb PGK inh	USP1-UAF1 inh	Pin1 inhibitor	compound
0	x	-10%	x	x	17%	4%	-9%	x	CCOc1ccc(NS(=O)(=O)c2ccc(C(=O)NCC(c3ccco3)N3CCCCC3)cc2)cc1 (configuration not stated)
10	24%	2%	7%[57.1 µM]	7%[57.1 µM]	9%	-1%	-14%	-1%	Cc1cc(NC(=O)CN2C(=O)NC(C)(c3ccc(OC(F)F)cc3)C2=O)no1 (configuration not stated)
3	32%	6%	-10%	-12%	-18%	-9%	-15%	1%	O=C(NCCc1ccccc1)C1CCC(=O)N(Cc2ccc(Cl)cc2)C1 (configuration not stated)
0	63%[activator]	-13%	-7%	4%	6%	1%	3%	2%	O=C(Cn1c(=O)oc2cc(S(=O)(=O)N3CCCCCC3)ccc21)NC1CCCCC1
-2	24%	-3%	4%[57.1 µM]	2%[57.1 µM]	-2%	0%	-23%	-7%	COc1ccc(C(c2nnnn2C(C)(C)C)N2CCN(c3nc4ccccc4s3)CC2)cc1 (configuration not stated)
1	136%	3%	-12%	2%[57.1 µM]	-1%	-9%	-11%	-4%	Clc1ccc(-c2cc(CSc3ccccc3)on2)cc1
0	-4%	-7%	43%[activator]	-2%	-4%	-7%	-14%	9%	CCCCCCNc1cc2n(c(=O)n1)CCc1cc(OC)c(OC)cc1-2
2	21%	-7%	-4%	10%	-4%	i	-16%	-2%	N#Cc1ccccc1OCc1nnc(-c2ccccc2Br)o1
-3	2%	-9%	-8%[57.1 µM]	-16%[57.1 µM]	-6%	-1%	4%	-3%	COc1ccc(S(=O)(=O)N2CCC(n3cnc4ccccc43)CC2)cc1
-5	30%	4%	2%	4%	6%	-8%	-14%	11%	O=C(CN1C(=O)/C(=C\c2ccccc2Br)Oc2ccccc21)NCCCN1CCOCC1
-1	27%	-4%	1%	5%	0%	-8%	-23%	1%	CCC(C)N(C(=O)COc1ccc(NC(C)=O)cc1)C1CCS(=O)(=O)C1 (configuration not stated)
-3	13%	7%	-2%	-15%	-8%	0%	-13%	u	CCOc1ccc(C(=O)CCC(=O)Nc2ncccc2O)cc1

# 5 compounds picked at random from the list so far, as already listed:
PI4K2A block	HP1b chromo inh	mIDH1 inhibitor	TrxR1 substrate	TrxR1 inh	GLS inhibitor	Tb PGK inh	USP1-UAF1 inh	Pin1 inhibitor	compound
-1	27%	-4%	1%	5%	0%	-8%	-23%	1%	CCC(C)N(C(=O)COc1ccc(NC(C)=O)cc1)C1CCS(=O)(=O)C1 (configuration not stated)
0	63%[activator]	-13%	-7%	4%	6%	1%	3%	2%	O=C(Cn1c(=O)oc2cc(S(=O)(=O)N3CCCCCC3)ccc21)NC1CCCCC1
0	x	-10%	x	x	17%	4%	-9%	x	CCOc1ccc(NS(=O)(=O)c2ccc(C(=O)NCC(c3ccco3)N3CCCCC3)cc2)cc1 (configuration not stated)
1	136%	3%	-12%	2%[57.1 µM]	-1%	-9%	-11%	-4%	Clc1ccc(-c2cc(CSc3ccccc3)on2)cc1
3	32%	6%	-10%	-12%	-18%	-9%	-15%	1%	O=C(NCCc1ccccc1)C1CCC(=O)N(Cc2ccc(Cl)cc2)C1 (configuration not stated)

# Continuation.
PI4K2A block	HP1b chromo inh	mIDH1 inhibitor	TrxR1 substrate	TrxR1 inh	GLS inhibitor	Tb PGK inh	USP1-UAF1 inh	Pin1 inhibitor	compound
1	59%[activator]	4%	-1%	9%	2%	-2%	-9%	2%	O=C(c1ccncc1)N1N=C2CCCCCC2C1(O)C(F)(F)F (configuration not stated)
1	32%	3%	-3%	-1%	-10%	-7%	-19%	-4%	O=C(c1ccc(Br)cc1)N1CCC2(CC1)NCCc1[nH]cnc12
0	12%	-4%	-3%	16%	2%	-1%	-3%	-14%	CCOc1cc(CNn2cnnc2)cc(Br)c1OCC(=O)NC1CCCCC1
2	-22%	11%	-2%[57.1 µM]	9%[57.1 µM]	-9%	-7%	-5%	6%	CCCCN(CC)S(=O)(=O)c1ccc(C(=O)N(CCCN(C)C)c2nc3cc(C)cc(C)c3s2)cc1
1	35%	-6%	-5%	13%	41%[activator]	-5%	-3%	u	COc1cc(C2C(C#N)=C(N)OC3=C2C(=O)CC(C)(C)C3)cc([N+](=O)[O-])c1O (configuration not stated)
x	20%[57 µM]	x	12%	12%	x	x	x	-1%	CC1(C)CC(=O)C2=C(C1)NC(Nc1nc3ccccc3o1)=NC2c1ccccc1 (configuration not stated)
-3	66%[activator]	8%	-2%	-24%	0%	-6%	-25%	1%	C#CCNC(=O)C1=C[C@@H](C2CCCCC2)[C@H](CCCO)[C@@H](OCC)O1
7	18%	-2%	-5%	79µM*	3%	-2%	-4%	0%	Cc1ccccc1CS(=O)(=O)Cc1ccc(C(=O)NCc2ccco2)o1
2	20%	-2%	-6%[57.1 µM]	-4%[57.1 µM]	1%	-12%	-11%	-1%	CC12CCC(=O)N1C(C(=O)Nc1nc(-c3cc(F)ccc3F)cs1)CS2 (configuration not stated)
0	27%	0%	-6%	u	16%	-4%	-21%	-1%	S=C(NCc1ccccc1)Nc1nccs1
4	60%[activator]	-1%	-1%	16%	-1%	6%	-23%	-3%	COCc1c(C(=O)NCC2COc3ccccc3O2)oc2ccccc12 (configuration not stated)
-2	75%[activator]	4%	-7%	-15%	17%	i	-24%	0%	NNC(=O)c1ccc2ccccc2n1
-4	23%	7%	-7%	-1%	-6%	i	-26%	-3%	COc1ccc(C)cc1NC(=O)Nc1ccc2c(c1)CCC2
1	54%[activator]	-8%	0%	0%	-5%	1%	-22%	-1%	Cn1c(CNC2CCCCC2)nc2ccccc21
9	u	-1%	-4%	18%	u	i	-25%	-3%	C/C(=N\NC(=O)CSCc1ccccc1Cl)c1cc(O)ccc1O
0	19%	9%	12%	24%	11%	i	-20%	6%	O=C(CN1CCCC1=O)NC1(C(F)(F)F)NC(=O)N(Cc2ccccc2)C1=O (configuration not stated)
2	12%	1%	5%	12%	-18%	-4%	-14%	6%	COc1ccccc1N(CC(=O)NC1CCCCC1)C(=O)c1csnn1
-2	31%	2%	-1%	13%	-1%	-10%	-24%	-3%	O=C(NCC1CCCO1)c1cnc(Cl)c(Cl)c1 (configuration not stated)
0	59%[activator]	15%	26%[57.1 µM]	47%[activator][57.1 µM]	2%	0%	-19%	18%	Cc1cc(C)cc(NC(=O)Cn2c3ncccc3c(=O)n2-c2ccc(C)c(C)c2)c1
-3	-1%	-3%	-1%	20%	-3%	-11%	-21%	-3%	COc1ccc(N2CS(=O)CC2=O)cc1 (configuration not stated)
-1	29%	9%	-2%	-7%	11%	-10%	-22%	2%	CN1C(=O)c2cccc3c(S(=O)(=O)Nc4ccccn4)ccc1c23
-2&9	4%&20%	-9%&-1%	-10%&6%	-6%&25%	8%&-11%	4%&2%	-19%&-24%	2%&-6%	COc1ccc(S(=O)(=O)c2nnn(-c3cccc(Cl)c3)c2N)cc1
-1	35%	0%	-10%	-22%	-4%	8%	-18%	4%	O=C1C=C(c2ccc(Oc3ccccc3)cc2)C[C@@H](c2ccc(Cl)cc2)C1
3	18%	14%	5%[11.4 µM]	-8%	8%	-2%	-8%	0%	CCN(CC)S(=O)(=O)c1nnc(NC(=O)COc2cccc(C)c2)s1
-9	u	5%	0%[11.4 µM]	9%[11.4 µM]	u	-2%	-2%	-1%	CCN(CC)c1cc(Cl)c2nonc2c1N
2	59%[activator]	-9%	-1%	10%	1%	3%	5%	3%	COc1cccc(Cn2cnc3c2c(=O)n(C)c(=O)n3C)c1
1	16%	6%	-5%	-3%	6%	2%	-21%	3%	CCCCOC(=O)c1ccc(Nc2ccc([N+](=O)[O-])cn2)cc1
-5	43%[activator]	-5%	-3%	-5%	14%	-1%	-9%	-10%	O=S(=O)(Nc1nc2ccccc2nc1N1CCN(CCO)CC1)c1cc(F)ccc1F
1	36%	7%	-1%[57.1 µM]	-1%[57.1 µM]	-1%	-8%	5%	0%	S=C1NCN(Cc2cccnc2)CN1Cc1ccccc1
3	29%	4%	7%[57.1 µM]	19%[57.1 µM]	7%	0%	-19%	4%	CCc1ccccc1N1C(=O)N(Cc2ccccc2C)c2ccccc2S1(=O)=O
-2	-16%	-2%	-5%[57.1 µM]	-3%[57.1 µM]	-9%	-2%	-4%	3%	COc1ccc(O)c(C(=O)c2cnc3c(c2)c(C)nn3C)c1
